Screening results deposited in PubChem by National Center for Advancing Translational Sciences (NCATS).
JMJD2A Tudor: qHTS Assay for Inhibitors of JMJD2A-Tudor Domain | Lysine-specific demethylase 4A (Homo sapiens), O75164 | AlphaScreen JMJD2A-Tudor / H3K4me3 peptide binding | Potency, µM (top dose mostly 114 µM), without a hit: at the top dose activity change, negative = inhibition, actives largely listed as inhibitors | actives 4.4% (n = 390,000) | AID 504339, 2011; note: potency is the fitted concentration of half-maximal effect; % is set by controls: 0 for no effect and ±100 for the full control effect; nearly all actives have a fitted effect of over 50% in size
GLS inhibitor: qHTS for Inhibitors of Glutaminase (GLS) | Potency, µM (top dose mostly 45.5 µM), for inactives: top-dose activity change, negative = inhibition, usual class: inhibitors | actives 0.21% (n = 410,000) | AID 624170, 2012 | GLS enzymatic activity, qHTS titration; note: potency is the fitted concentration of half-maximal effect; % is set by controls: 0 for no effect and ±100 for the full control effect
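Read-out is an Amplex red fluorescence increase coupled through glutamate oxidase and HRP, measured before and after 30 min room-temperature incubation. hKGA is in 45 mM KH2PO4 (pH 8.2) with 0.02% Tween-20; glutamine added as 1mM solution.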
Pin1 inh: qHTS Assay to Find Inhibitors of Pin1. Peptidyl-prolyl cis-trans isomerase NIMA-interacting 1 (Homo sapiens), Q13526. Pin1 FP peptide displacement, HiFluor488, 10 min. Potency, µM (top dose mostly 115 µM), for inactives: at the top dose activity, negative = inhibition, hits mostly inhibitors. actives 0.009% (n = 390,000); active = well fitted inhibition curve with a large enough effect in the polarisation, with a control signal flat, not every such curve was filed as active; inconclusive = small, poorly fitted or top-dose-only effect, or effect the other way, or a change in a side signal; inactive = no such curve, though single readings can be large or run the other way; the % refers to the polarisation; note: potency is the fitted concentration of half-maximal effect; % is set by controls: 0 for no effect and ±100 for the full control effect
BAZ2B inh: qHTS Assay for Inhibitors of BAZ2B; Potency, µM (titrated, usually from 114 µM), for the others: at the highest dose activity change, negative = inhibition, most hits filed as inhibitors; AlphaScreen BAZ2B-H3K14Ac peptide displacement; Bromodomain adjacent to zinc finger domain protein 2B (Homo sapiens), Q9UIF8; actives 4.4% (n = 360,000); AID 504333, 2011; note: potency is the fitted concentration of half-maximal effect; % is set by controls: 0 for no effect and ±100 for the full control effect; nearly all actives have a fitted effect of over 60% in size
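Protein-peptide AlphaScreen: BAZ2B 50 nM, b-H3K14Ac 50 nM, 1x PBS pH 7.4 + 0.01% Tween-20. Preincubation 30 min RT; cpd 30 min RT (top 110 uM); beads 20 min RT, light-protected.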
G9a block: qHTS Assay for Inhibitors of Histone Lysine Methyltransferase G9a; Histone-lysine N-methyltransferase EHMT2 (Homo sapiens), Q96KQ7; G9a H3K9 monomethylation, AlphaScreen, 2 h; Potency, µM (titrated, usually from 102 µM), for inactives: at the top dose activity, negative = inhibition, usual class: inhibitors; actives 8.8% (n = 350,000); AID 504332, 2011; note: potency is the fitted concentration of half-maximal effect; % is set by controls: 0 for no effect and ±100 for the full control effect; nearly all actives have a fitted effect of over 75% in size
Target sequence (Q96KQ7 913-1193 limits assumed): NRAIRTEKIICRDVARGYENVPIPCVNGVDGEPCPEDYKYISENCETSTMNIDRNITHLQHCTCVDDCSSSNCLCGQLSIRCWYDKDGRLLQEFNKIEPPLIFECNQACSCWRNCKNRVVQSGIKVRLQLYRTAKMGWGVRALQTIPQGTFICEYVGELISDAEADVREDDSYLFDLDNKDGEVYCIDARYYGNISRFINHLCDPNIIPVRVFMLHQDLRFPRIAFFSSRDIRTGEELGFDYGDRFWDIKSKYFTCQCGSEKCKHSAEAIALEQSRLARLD
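Step 1: enzyme (final 20 nM) with compound, 15 min RT. Step 2: substrate peptide 500 nM and SAM 20 uM, 2 h RT. Step 3: anti-H3K9me1 antibody and AlphaScreen beads, 10 min, then plate read.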
PGK inhibitor: qHTS Assay to Find Inhibitors of Phosphoglycerate Kinase. Phosphoglycerate kinase, glycosomal (Trypanosoma brucei brucei), P07378. actives 0.043% (n = 380,000). AID 602233, 2012. Potency, µM (series often up to 57.5 µM), inactives show at the highest dose activity change, negative = inhibition, usual class: inhibitors. PGK/GAPDH coupled, Kinase-Glo luminescence, 60 min; note: potency is the fitted concentration of half-maximal effect; % is set by controls: 0 for no effect and ±100 for the full control effect; nearly all actives have a fitted effect of over 60% in size
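Recombinant glycosomal PGK reaction used 1,3-bisphosphoglycerate generated in-well by GAPDH (100nM final) in 100mM TEA pH 7.6, 5mM MgCl2, 0.01% Tween-20. After 60 minutes at room temperature, ATP was read by Kinase-Glo Plus luminescence end-point.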
PI4K2A inh: qHTS for small molecular inhibitors of PI4K2A; Phosphatidylinositol 4-kinase type 2-alpha (Homo sapiens), Q9BTU6; purified PI4K2A, ADP-Glo luminescence, 1 h; hits give low values; AID 1346378, 2018; activity change, negative = inhibition, % at 76.9 µM; actives 0.13% (n = 420,000); in the data active = activity change below about -50%; inconclusive = mostly about -30% to -49%;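 note: -100% = wells without enzyme as full effect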
Target sequence (Q9BTU6 whole entry, looked up): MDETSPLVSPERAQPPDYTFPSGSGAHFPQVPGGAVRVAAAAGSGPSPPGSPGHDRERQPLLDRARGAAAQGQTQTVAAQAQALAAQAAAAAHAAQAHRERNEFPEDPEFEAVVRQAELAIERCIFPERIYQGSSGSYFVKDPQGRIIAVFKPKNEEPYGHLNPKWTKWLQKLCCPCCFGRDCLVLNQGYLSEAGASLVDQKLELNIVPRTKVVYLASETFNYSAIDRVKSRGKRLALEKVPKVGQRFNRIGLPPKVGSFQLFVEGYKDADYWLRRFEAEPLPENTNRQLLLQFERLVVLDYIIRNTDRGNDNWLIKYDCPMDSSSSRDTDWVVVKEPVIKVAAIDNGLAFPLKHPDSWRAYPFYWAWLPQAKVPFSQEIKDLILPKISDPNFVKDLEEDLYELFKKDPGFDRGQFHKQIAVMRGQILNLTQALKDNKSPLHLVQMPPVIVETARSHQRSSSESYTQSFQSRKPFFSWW
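Compounds are screened against recombinant PI4K2A using PI as substrate and ATP, the latter dispensed at 300 microM. Reactions run one hour at ambient temperature before ADP-Glo detection; full inhibition defined by wells lacking enzyme.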
ERG Ets-DNA blk: qHTS for Small Molecule Inhibitors of the ERG Ets/DNA interaction; actives 0.028% (n = 370,000); fluorescence polarization, His-ERG Ets domain / labelled DNA; Potency, µM (highest dose often 76.9 µM), for inactives: at the highest dose FP activity, negative = inhibition, actives largely listed as inhibitors; Transcriptional regulator ERG (Homo sapiens), P11308; active = well fitted inhibition curve with a large enough effect in the polarisation, with a control signal flat; inconclusive = small, poorly fitted or top-dose-only effect, or effect the other way, or a change in a side signal; inactive = no such curve, though single readings can be large or run the other way; the % refers to the polarisation;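 note: polarization taken with two DNA probes labelled with fluorescein and Texas red; potency is the fitted concentration of half-maximal effect; % of control where 0% means no effect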
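His-tagged ERG Ets domain (1 uM in the protein solution; 300mM KCl, 50mM Tris-HCl, 1mM EDTA, 1mM DTT, pH 7.5) received compound, then a probe mix of 5 nM fluorescein-DNA and 100nM Texas-615-DNA. Fluorescence polarization was read for both dyes.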
HP1b binding inh: HTS for Inhibitors of HP1-beta Chromodomain Interactions with Methylated Histone Tails. Chromobox protein homolog 1 (Homo sapiens), P83916. AlphaScreen HP1-beta / biotin-H3K9me3 peptide binding. Potency, µM (series often up to 114 µM), for the others: top-dose activity change, negative = inhibition, hits mostly inhibitors. actives 0.56% (n = 390,000). AID 540317, 2011; note: potency is the fitted concentration of half-maximal effect; nearly all actives have a fitted effect of over 70% in size; inactives centre near 23
Target sequence (P83916 whole entry, looked up): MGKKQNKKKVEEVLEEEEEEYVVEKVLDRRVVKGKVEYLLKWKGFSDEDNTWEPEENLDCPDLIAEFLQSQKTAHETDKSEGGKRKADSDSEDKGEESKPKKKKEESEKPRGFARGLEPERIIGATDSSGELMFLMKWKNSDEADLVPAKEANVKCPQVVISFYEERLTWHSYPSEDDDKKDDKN
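HP1-beta protein (50 nM final) preincubated 30 min at room temperature with biotinylated H3(1-18)K9me3 peptide (50 nM) in PBS pH 7.4, 0.01% Tween-20, then compound added for 30 min. AlphaScreen streptavidin donor/nickel chelate acceptor beads (10 ug/mL final), 30 min dark, luminescence read.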
* marks the source's active call; other numbers are inactive results; i = inactive; ? = inconclusive; . = no result given; & = joins results of further samples; [ ] = dose if it differs, or a comment. Unless noted, calls come from the whole dose curve; as a rule, active = well fitted curve in the direction sought with a large enough effect; inconclusive = small, poorly fitted or top-dose-only effect, or another doubt; inactive = no such curve, though single readings can be large; an effect the other way counts as inactive or inconclusive.

SMILES	JMJD2A Tudor	GLS inhibitor	Pin1 inh	BAZ2B inh	G9a block	PGK inhibitor	PI4K2A inh	ERG Ets-DNA blk	HP1b binding inh
CC(=O)[C@@]1(O)C(C)CC2C3C=C(C)C4=Cc5c(cnn5-c5ccccc5)C[C@]4(C)C3C(O)C[C@@]21C (some centres undefined)	-23%	3%	-5%	0%	?	-3%	-3	-6%	17%
CCN1C(=O)N[C@@H](c2ccc(Br)cc2)C(C(C)=O)=C1C	-11%	-4%	11%	.	.	-2%	-5	-3%	27%
Cc1c(C(=O)NCC2CCCO2)sc2nc(-c3ccccc3)cn12 (centres undefined)	-15%	0%	0%	-18%	-35%	i	4	-1%	33%
O=C(Nc1ccccc1C(=O)N1CCCC1)c1cccc(S(=O)(=O)N2CCCCC2)c1	-21%	2%	0%	-6%	-2%[59 µM]	-4%	-1	-11%	19%
CN(C)CCNc1oc(-c2ccccc2F)nc1C#N	-32%	22%	2%	2%	-2%[59 µM]	-10%	-5	3%	-11%
CCCCn1c(N)c(NCCC)c(=O)[nH]c1=O	-9%	3%	?	-4%	?	17%	-1	-2%	28%
Cc1ccc(C)c(OCc2nc3ccc(S(=O)(=O)Nc4c(C)n(C)n(-c5ccccc5)c4=O)cc3[nH]2)c1	-26%	8%	3%	.	?	-4%	5	7%	23%
CCOc1cc(C2NC(=O)N(C)C(C)=C2[N+](=O)[O-])ccc1OC(C)=O (centres undefined)	-12%	-7%	-14%	-8%	-29%	i	1	7%	37%
CC(C)(C)c1[nH]ncc1[N+](=O)[O-]	-2%	1%	-4%	25%	-4%	4%	1	3%	19%
Cc1ccccc1CN1CCCNC1=O	-1%	-11%	-1%	-3%	-3%[59 µM]	-11%	0	0%	24%
COc1ccc(CN2CCN(S(=O)(=O)c3ccc(C)cc3)CC2)cc1OC	50µM*	3%	0%	.	.	-7%	3	2%	?
Cn1c(=O)c(C(=O)CN2CCN(Cc3ccc4c(c3)OCO4)CC2)c(N)n(Cc2ccccc2)c1=O	-16%	-7%	6%	-15%	4%	-3%	4	0%	21%
Cn1c(CCN2CCN(c3ccccn3)CC2)nc2cc(NS(=O)(=O)c3ccccc3)ccc21	-28%	21%	-7%	?	-4%	-6%	-4	-4%	18%
Cc1ccc(-c2nc3c(C)cccn3c2Nc2ccccc2C)s1	45µM*	-22%	?	16µM*	14µM*	i	-3	-8%	?
COc1cc(/C=N/NC(=O)c2ccc(NS(=O)(=O)c3cccs3)cc2)cc(OC)c1O	-7%	43%[activator]	0%	-4%	?	-10%	-2	-4%	39%[activator]

By substructure, the entries above containing a halogen
SMILES	JMJD2A Tudor	GLS inhibitor	Pin1 inh	BAZ2B inh	G9a block	PGK inhibitor	PI4K2A inh	ERG Ets-DNA blk	HP1b binding inh
CCN1C(=O)N[C@@H](c2ccc(Br)cc2)C(C(C)=O)=C1C	-11%	-4%	11%	.	.	-2%	-5	-3%	27%
CN(C)CCNc1oc(-c2ccccc2F)nc1C#N	-32%	22%	2%	2%	-2%[59 µM]	-10%	-5	3%	-11%

Remaining list, next part
SMILES	JMJD2A Tudor	GLS inhibitor	Pin1 inh	BAZ2B inh	G9a block	PGK inhibitor	PI4K2A inh	ERG Ets-DNA blk	HP1b binding inh
CCN(CC)S(=O)(=O)c1cccc(NC(=O)CCNC(=O)c2ccc([N+](=O)[O-])cc2)c1	-19%	-1%	5%	-16%	-5%	8%	-1	-3%	-1%
COc1cc(C2c3[nH]c4ccccc4c3C[C@@H]3C(=O)N(Cc4ccco4)CC(=O)N23)cc(OC)c1OC (some centres undefined)	?	7%	2%	-33%	21%[2.33 µM]	-2%	2	7%	?
COc1cc(C2/C(=C(\O)c3ccc4c(c3)OCCO4)C(=O)C(=O)N2Cc2ccccc2)ccc1O (centres undefined)	-32%	4%	-5%	50µM*	.	-13%	6	8%	3%
O=C(CCCCl)NC(=S)Nc1cc(C(F)(F)F)ccc1N1CCOCC1	-24%	3%	0%	2%	0%[59 µM]	-1%	0	6%	19%
CCC1(C)N(O)C(C)(C)C(c2ccc(F)cc2)=[N+]1[O-] (centres undefined)	1%	26%	-4%	1%	14%[59 µM]	-3%	2	1%	58%[activator]
CCn1cc(C(=O)N[C@H](C(=O)NCCO)C(C)C)c(=O)c2cc3c(cc21)OCO3	-6%	-6%	9%	-8%	?	4%	-3	10%	29%
CC1=C(CC[C@@H](C)CO)OC2CC3C4CCC5CC(O)CCC5(C)C4CC(=O)C3(C)C12 (some centres undefined)	-18%	7%	0%	.	.	-7%	0	7%	17%
CCOC(=O)C1(Cc2ccc(OC)cc2)CCN(C(=O)c2cccc3nccnc23)CC1	-12%	4%	-8%	0%	.	-5%	3	-3%	23%
Cc1csc2ncc(C(=O)N3CCc4ccccc43)c(=O)n12	-5%	-2%	4%	.	.	i	-2	-4%	59%[activator]
COc1ccccc1CCC(=O)OCC(=O)NC1CC1	?	0%	3%	-5%	?	-8%	2	8%	-14%
Cc1sc2ncn(CC(=O)N3CCN(c4cccc(Cl)c4)CC3)c(=O)c2c1S(=O)(=O)N1CCN(c2ncccn2)CC1	-12%	1%	-3%	-1%	-2%[59 µM]	i	5	-5%	37%
NC(=O)C1CCN(c2ccc(C(F)(F)F)cn2)CC1	-1%	-18%	-7%	9%	-23%	-9%	1	7%	40%[activator]
CCOc1ccccc1OCCC(=O)N1CCN(S(=O)(=O)c2ccccc2[N+](=O)[O-])CC1	-16%	-12%	-5%	-34%	?	-2%	3	10%	29%
O=C(Nc1cccc(F)c1)Nc1ccnn1C1CCN(C(=O)CCN2CCCO2)CC1	-9%	-7%	0%	-17%	18%	-6%	0	-14%	20%
CCOC(=O)c1[nH]cnc1C(=O)Nc1ccc(F)cc1	-26%	1%&0%	24%&5%	?	45µM*	-3%	-1&3	17%&-3%	38%&16%
Clc1cccc(-c2nc(NCCCN3CCOCC3)c3ccccc3n2)c1	-24%	7%	13%	-38%	?	0%	-2	-5%	12%
CC(=O)c1ccc(OCC(O)COc2ccc(C(C)=O)cc2)cc1	-9%	-10%	-10%	-3%	2%	-4%	1	.	29%
O=C(NNC1CC(=O)N(c2ccccc2)C1=O)c1cccnc1 (centres undefined)	2%	?	-9%	-9%	5%	-3%	-4	7%	56%[activator]
O=C(N/N=C1\CCc2ccccc21)c1ccccc1O	-6%	-4%	2%	21%	-6%[59 µM]	-15%	-16	4%	27%
O=C(COC(=O)Cn1cnc2ccccc21)Nc1ccccc1C(F)(F)F	-9%	3%	-1%	.	.	-6%	-2	17%	32%
Cc1nn(-c2ccccc2)c(Cl)c1/C=N/NC(=O)c1ccco1	4%	3%	7%	6%	6%	-3%	-9	-7%	4%
Cc1oc2ncnc(N3CCOCC3)c2c1C(=O)NCc1ccccc1	1%	8%	2%	11%[57.1 µM]	-4%[59 µM]	0%	-3	2%	34%
Cc1ccc(/C=C2\SC(=S)N(CCC(=O)NNC(=O)c3ccccc3O)C2=O)cc1	-23%	14%	2%	-1%	19%	-4%	2	35%[activator]	1%
O=C(NNS(=O)(=O)c1ccc(Br)cc1)c1ccncc1	?	12%	0%	-28%	39%[0.501 µM]	-10%	-1	6%	5%
Cc1cccc(C(=O)OCC(=O)N2CCCC2=O)c1O	4%	0%	-36%	-3%	-1%[59 µM]	3%	-1	.	34%
CCN1CCN(c2c(C(=O)c3ccc(OC)cc3)cnc3ccccc23)CC1	-11%	-10%	-5%	-10%	50µM*	-11%	-8	15%	61%[activator]
COc1cc(/C=C2\SC(=Nc3ccc(N4CCOCC4)cc3)N(C)C2=O)ccc1OC(C)C(=O)O (centres undefined)	-34%	22%	8%	?	?	0%	-15	.	-1%
COc1ccc(S(=O)(=O)N(CC(N)=O)C2CCCCC2)cc1Cl	-14%[11.4 µM]	-7%	-2%	-38%	3%	2%	2	-3%	-7%
CC(=O)N1CSCC1C(=O)NNS(=O)(=O)c1ccccc1 (centres undefined)	25µM*	21%	0%	5%	15%	i	1	-6%	4%
O=C(CNC(=O)c1ccc(Br)o1)NNC(=O)c1ccccc1F	-8%	-6%	0%	-15%	.	7%	1	2%	11%
COc1ccc(Cl)cc1C(=O)NNC(=O)COC(=O)CCN=C1NS(=O)(=O)c2ccccc21	-6%	7%	6%	6%	21%	-2%	3	3%	37%
CCCCNC(=O)Nc1ccc(Br)cn1	-30%	-13%	7%	-3%	13%	-1%	4	2%	24%
CCCC(c1nnnn1Cc1ccc(F)cc1)N1CCN(C2CCCCC2)CC1 (centres undefined)	-13%	-9%	-12%	?	?	i	-8	2%	29%
